# NPYLR7 agonist: agonists of mosquito NPYLR7 receptor, primary screen, cell-based, Aedes aegypti, calcium fluorescence, mosquito biting behavior | Aedes aegypti neuropeptide Y-like receptor 7 (NPYLR7) | HEK293T NPYLR7/Galpha15, GCaMP6s calcium fluorescence | activation, % at 10 µM | hit rate 0.15% among 270,000; in the data active = activation above about 40%;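 note: 0% = vehicle and 100% = reference agonist at the receptor; some compounds past the cut are filed as inactive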
# hcGAS lum: Primary biochemical luminescence assay for human cyclic GMP-AMP synthase inhibitors | inhibition, % at 12.5 µM | hit rate 0.081% among 290,000 | Q8N884 | recombinant h-cGAS, ATP depletion, Kinase-Glo luminescence;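 note: 0% = vehicle reaction and 100% = reaction without DNA for no activity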
# Target sequence (Q8N884 whole entry, looked up): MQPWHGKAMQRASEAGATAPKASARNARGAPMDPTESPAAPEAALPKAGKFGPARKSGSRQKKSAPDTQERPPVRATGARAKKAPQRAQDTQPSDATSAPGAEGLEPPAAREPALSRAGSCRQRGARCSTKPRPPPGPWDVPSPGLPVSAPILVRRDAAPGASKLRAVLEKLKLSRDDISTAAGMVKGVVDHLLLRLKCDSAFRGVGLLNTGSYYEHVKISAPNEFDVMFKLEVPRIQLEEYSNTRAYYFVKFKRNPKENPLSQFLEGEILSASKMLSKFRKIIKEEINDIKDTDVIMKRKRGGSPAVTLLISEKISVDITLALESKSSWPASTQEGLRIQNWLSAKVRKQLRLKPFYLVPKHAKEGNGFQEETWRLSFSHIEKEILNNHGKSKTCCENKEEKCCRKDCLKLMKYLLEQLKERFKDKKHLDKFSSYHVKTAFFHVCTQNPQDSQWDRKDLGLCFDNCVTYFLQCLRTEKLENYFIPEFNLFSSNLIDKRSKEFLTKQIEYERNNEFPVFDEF
# mcGAS lum: cyclic GMP-AMP synthase inhibitors, mouse, primary biochemical chemiluminescence | inhibition, % at 12.5 µM | Q8C6L5 | recombinant cGAS, Kinase-Glo ATP depletion luminescence | hit rate 0.15% among 160,000;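 note: 0% = negative control wells and 100% = reference inhibitor with no enzyme activity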
# * marks the source's active call; other numbers are inactive results; nt = not tested or not shown; & = joins results of further samples. Cut-off read from the data, not from the text of the source, unless noted: active = inhibition above about 40%; inactive = the rest.
SMILES,NPYLR7 agonist,hcGAS lum,mcGAS lum
COc1ccc(S(=O)(=O)NC(=O)C(C)Oc2ccc(Cl)cc2)cc1OC (stereo unspecified),7,-5,nt
O=C(c1ccc(Oc2ccccc2)cc1)C1CCCN(C(=O)c2cnsn2)C1 (stereo unspecified),14&1,-4&-4,-3
CCc1nc2n(n1)C(=O)C(C(c1ccc([N+](=O)[O-])cc1)N1CCC(C(N)=O)CC1)S2 (stereo unspecified),-11,6,7
COCC(=O)N1CCCN(C(=O)CN2CCc3sccc3C2c2ccc(Cl)cc2)CC1 (stereo unspecified),16,-5,-3
COC(=O)N1CCN(C(C(=O)Nc2ccc3c(c2)OCO3)C2CCCC2)CC1 (stereo unspecified),11,-5,-4
CCn1c(SCC(=O)c2cc(F)ccc2F)nnc1-c1ccco1,11,-13,nt
CC1CCN(Cc2ccc(O)c3ncccc23)CC1,2,-2,-3
c1ccc(-c2ncn(CCCCN3CCCC3)c2-c2ccoc2)cc1,2,4,-5
COc1ccc(Nc2ncc([N+](=O)[O-])cc2[N+](=O)[O-])cc1,-2,-8,-3
Cc1ccc(-n2c(-c3ccc(F)cc3)cc(C(=O)N3CCN(C(=O)COCc4ccccc4)CC3)c2C)cc1,1,-2,-3
COc1ccc(-c2nc3cc(C)ccn3c2NC(=O)c2ccccc2)cc1,-4,-2,-5
CCc1cc(=O)n2nc(N3CCC(C)(CCc4ccccc4)C3)sc2n1 (stereo unspecified),0,-7,nt

# Overlap with the part before: 7 entries; new compounds follow.
SMILES,NPYLR7 agonist,hcGAS lum,mcGAS lum
CCn1c(SCC(=O)c2cc(F)ccc2F)nnc1-c1ccco1,11,-13,nt
CC1CCN(Cc2ccc(O)c3ncccc23)CC1,2,-2,-3
c1ccc(-c2ncn(CCCCN3CCCC3)c2-c2ccoc2)cc1,2,4,-5
COc1ccc(Nc2ncc([N+](=O)[O-])cc2[N+](=O)[O-])cc1,-2,-8,-3
Cc1ccc(-n2c(-c3ccc(F)cc3)cc(C(=O)N3CCN(C(=O)COCc4ccccc4)CC3)c2C)cc1,1,-2,-3
COc1ccc(-c2nc3cc(C)ccn3c2NC(=O)c2ccccc2)cc1,-4,-2,-5
CCc1cc(=O)n2nc(N3CCC(C)(CCc4ccccc4)C3)sc2n1 (stereo unspecified),0,-7,nt
CC1CCN(C(=O)C2CCCN(C3CC(C)OC3=O)C2)CC1 (stereo unspecified),-1,-6,nt
COc1ccc(N=C2NC(=O)C(=Cc3ccco3)S2)cc1,0,-6,-8
CCOc1ccc(NC(=O)c2c(OC)cccc2OCc2ccccc2)cc1,-7,-7,-5
COc1ccc(S(=O)(=O)N(Cc2ccc(OS(C)(=O)=O)cc2)CC(C)C)cc1,-4,-5,-5
Cc1cc(C)n2nc(N)nc2n1,1,4,nt
COc1cc(NC(=O)C(C)n2c(=O)oc3ccccc32)ccc1N1CCCC1=O (stereo unspecified),9,-15,nt
COCC(=O)Nc1c(C)nn(-c2ccc(C)cc2)c1C,-2,-15,-7
COc1cccc(NC2=NS(=O)(=O)c3cc([N+](=O)[O-])ccc32)c1,-14,-2,-6
CC(C)[C@H](NC(=O)c1ccc(Cl)c(Cl)c1)c1nnc2c(C(F)(F)F)cccn12,-8,-4,-6
CC(=O)C1=C(Nc2ccc(C)cc2)CC(C)(O)C(C(C)=O)C1c1ccccc1F (stereo unspecified),-1,-11,nt
CC(C)(C)NC(=O)COc1coc(CN2CCN(Cc3ccccc3)CC2)cc1=O,-2,6,0
Cc1cc(C(=O)N2CCN(c3ccccc3F)CC2)nc2cc(C(C)(C)C)nn12,2,-5,-7

# Compound profiles, from the list above. Screens in order: NPYLR7 agonist, hcGAS lum, mcGAS lum
# Results for `COc1ccc(N=C2NC(=O)C(=Cc3ccco3)S2)cc1` → 0, -6, -8
# Results for `CCOc1ccc(NC(=O)c2c(OC)cccc2OCc2ccccc2)cc1` → -7, -7, -5
# Results for `COc1cccc(NC2=NS(=O)(=O)c3cc([N+](=O)[O-])ccc32)c1` → -14, -2, -6
# Results for `Cc1cc(C)n2nc(N)nc2n1` → 1, 4, nt

# (cont.)
SMILES,NPYLR7 agonist,hcGAS lum,mcGAS lum
CC(C)OCC(O)CN1CCN(CCN2C(=O)c3cccc4cccc(c34)C2=O)CC1 (stereo unspecified),4,2,nt
Cc1nn(C)c(C)c1CCC(=O)N1CCCC(C(=O)c2ccc3c4c(cccc24)CC3)C1 (stereo unspecified),9,-9,-11
Cn1c(C(=O)N(CCC#N)C2CC2)cc2ccccc21,0,0,nt
O=C(NCCc1cccc(Cl)c1)c1ccc(-c2ccc3c(c2)OCCO3)s1,35,-7,-7
Cc1c(C(=O)N(CCC#N)Cc2ccccn2)oc2ccccc12,0,-7,nt
CCN(C(=O)c1c([N+](=O)[O-])cnn1C)c1ccccc1,-7,-9,nt
COc1ccc(S(=O)(=O)N2CCOCC2)cc1C(=O)NC1CCSc2ccc(F)cc21 (stereo unspecified),3,-5,nt
COCCCN(CC(=O)N1CCc2sccc2C1COc1ccc(Cl)c(C)c1)C(=O)Nc1cccc(Cl)c1 (stereo unspecified),-1,-3,-6
CN(C(=O)c1cnn2c(C(F)(F)F)cc(-c3ccc(Br)cc3)nc12)C1CCCCC1,18,-6,-6
N#Cc1ccc(C=NNc2nncc3ccccc23)cc1,4,-22,-13
CC(=O)Cn1c(CN2CCC(C)CC2)nc2c1c(=O)n(C)c(=O)n2C,0,-7,-8
COC(=O)c1ccc(CNC(=O)CCn2cnc3sc4c(c3c2=O)CCCC4)cc1,2,-6,nt
Cc1cn2c3c(=O)n(CCC(C)C)c(=O)n(C)c3nc2n1Cc1ccco1,19,-10,nt
COCCN(Cc1c(-c2ccccc2)nn(C)c1Oc1ccc(Cl)cc1)CC(O)COCc1ccccc1 (stereo unspecified),1,-4,-4
Fc1ccc(CCC2CCCNC2)cc1F (stereo unspecified),2,0,-17
Cc1ccc(-c2cn3cccnc3n2)cc1NC(=O)c1ccc(C(F)(F)F)cc1,6,-1,nt
CCCCNC(=O)c1c(Cl)ccc(S(=O)(=O)CC)c1Cl,0,3,nt
Cc1cc(C)nc(-n2[nH]c(-c3ccc(F)cc3)cc2=O)n1,4,-5,-6
CSc1ccc(NC(=O)N2CCCC2C(=O)Nc2nnc(-c3ccc(F)cc3)s2)cc1 (stereo unspecified),28,-6,-5
COC(=O)C1CCN(C(=O)CCc2c(C)nn(-c3nc(C)c(C)c(=O)[nH]3)c2C)CC1,7,-4,nt
CCCc1[nH]ncc1C(=O)N1CCCC(N2CCN(c3ccccc3F)CC2)C1 (stereo unspecified),1,-4,nt
Cc1ccc(C2=NOC(CNCc3ccccc3Cl)C2)cc1 (stereo unspecified),0,-2,-6
CC(NCC1CC=CCC1)c1ccc(N2CCCC2=O)cc1 (stereo unspecified),3,-14,nt
CCC(CO)NC(=O)Nc1cn(C)c2ccccc12 (stereo unspecified),2,-8,-11
CC(C)(C)CC(=O)N(Cc1cc(Cl)ccc1OCc1nc(CO)cs1)C1CCCCC1,-3,-8,-7
COc1cc(OC)c(OC)cc1C=NNC(=O)COc1ccc(C#N)cc1,17,-4,-5
CCCCn1c(CN2CCN(CC)CC2)nc2c1c(=O)n(C)c(=O)n2C,3,-4,-7
CCC(C)C1N=C2c3ccccc3N=C(SCc3cc(=O)n4cc(Cl)ccc4n3)N2C1=O (stereo unspecified),5,0,nt
Cc1nc2n(n1)C(=O)C(C(c1cccs1)N1CCN(c3ccccc3F)CC1)S2 (stereo unspecified),3,-4,-7
CN(C)CCCNc1nc2cc(-c3cncnc3)sc2c(=O)n1C,3,-11,nt
Cc1ccc(Cl)c(NC(=O)CN2CCc3sccc3C2)c1Cl,-1,-6,nt
CCCc1cc(C(=O)N2CCOC(c3ccc4cc(OC)ccc4c3)C2)ccn1 (stereo unspecified),-9,-8,nt
O=C(NC1CC(=O)N(Cc2ccccc2C(F)(F)F)C1)c1ccc[n+]([O-])c1 (stereo unspecified),14,-9,nt
CSc1ccccc1C(=O)N1CCC(C2(CCC(C)C)NC(=O)N(Cc3ccccn3)C2=O)CC1 (stereo unspecified),20,-4,-8
COCCN(Cc1ccc(OC)c(OC)c1)Cc1ccc(C(O)(c2cccc(F)c2)c2cccc(F)c2)o1,-3,0,-2
O=C(CSc1ccc(C(F)(F)F)cn1)NCCCn1ccnc1,-4,-5,-4
Oc1cc(CN2CCOCC2)c(O)cc1CN1CCOCC1,7,3,nt
COc1ccccc1OCCN1CCC(C(=O)NC(c2ccc(F)cc2)c2cnccn2)CC1 (stereo unspecified),8,-4,-1
C=CCN1CC(C(=O)NCC2CC2)CCC1c1ccc(OC)c(OC)c1 (stereo unspecified),5,-13,nt
COc1cn(CC(=O)NC(C)C)c(CN2CCCCCC2)cc1=O,1,-5,-8
COc1ccc(CCNC(=O)c2ccccc2N2CCC(NC(=O)C3CC3)CC2)cc1,16,-5,-4
Cc1cccc2sc(=NC(=O)C(C)(C)C)n(C)c12,6,-3,nt
CC(C)NC(=O)[C@@]1(OCc2cccc(Cl)c2)CC(OCc2cccc(C(F)(F)F)c2)[C@@H]2OC(C)(C)O[C@@H]2C1 (stereo partly specified),-2,7,0
O=C(CCc1nnc(Cc2ccc(-c3ccccc3)cc2)o1)N1CCCC(O)C1 (stereo unspecified),-2,-2,nt
CN1CCCN(CC(=O)N2CCc3ncnc(NC4CC4)c3CC2)CC1,nt,-8,-5
Cc1cc(C)cc(NC(=O)NCc2cccc(C(F)(F)F)c2)c1,-8,-1,nt
Nc1cc(-c2ccc(Cl)c(Cl)c2)nn1-c1ccc(C(=O)N2CCC[C@H]2C(=O)OCc2ccccc2)cc1,-10,2,nt
N#CCCN(CCO)Cc1ccccn1,1,-3,nt
CCCCC(=O)N(C)CCc1noc(C2CCCCC2)n1,nt,3,1
CCCCc1ccc(-c2ccc(-n3cncc3C(=O)NCc3cc(C(F)(F)F)ccc3Cl)cc2)cc1,13,-9,-6
COc1ccc(-c2nc(CN3CCCC(C(N)=O)C3)c(C)o2)c(OC)c1C (stereo unspecified),4,-7,nt
Cc1ccc(C(=O)N2CCC(NCC(=O)Nc3cc(C)ccc3F)CC2)cc1,9,-10,-12
CC1CCCC(NC(=O)C2CCN(c3cc(N4CCOCC4)nc(N)n3)CC2)C1 (stereo unspecified),-2,-2,-4
COc1ccc(S(=O)(=O)Oc2cccc(CN(Cc3ccc(F)cc3)C(=O)NC(C)(C)C)c2)cc1,0,-4,-4
Fc1ccc(C=Nn2cnn(Cc3ccccc3Cl)c2=S)cc1,9,-5,nt
CC(CC(=O)N(C)c1cccnc1)c1ccccc1 (stereo unspecified),-5,2,nt
O=C1CCCC2(C1)CC(=O)c1sc3ccccc3c1O2 (stereo unspecified),8,-2,nt
O=C(Nc1nc2c(cc3c4c(cccc42)CC3)s1)c1ccccc1[N+](=O)[O-],-4,4,0
CNc1ncc(C(=O)N2CCC3(CCOCC3)CC2)cn1,4,-6,nt
COC(C)C(=O)Nc1cc(-c2ccccc2C)nn1C (stereo unspecified),10,3,-4
# Going on with the list.
SMILES,NPYLR7 agonist,hcGAS lum,mcGAS lum
COc1cc2cc(CN3CCCC3c3nonc3C)c(=O)[nH]c2cc1OC (stereo unspecified),-4,-2,nt
O=C1N(Cc2cccnc2)C[C@@H]2C[C@@H](c3ccc(OCc4ccccc4)cc3)N3CCC[C@@]123,4,-8,nt
C=CCN(C)Cc1cccc(C(=O)Nc2cccc(F)c2)c1,4,-3,-10
COc1ccc(C(=O)N=c2sc(C)cn2C(C)C(=O)NCCN(C)C)cc1OC (stereo unspecified),7,-8,nt
CCOC(=O)C1CCCN(C(=O)c2ccc(CSc3nc(-c4ccccc4)cc(N4CCN(c5cccc(C(F)(F)F)c5)CC4)n3)cc2)C1 (stereo unspecified),12,-2,-3
CC(=O)Nc1ccc(Cl)c(C(=O)NC(C)c2ncn[nH]2)c1 (stereo unspecified),4,-8,-13
CC(C)c1cnc(COc2ccc(Br)nc2)o1,1,-6,-10
CN(Cc1ccc2nonc2c1)C(=O)c1cn(CCc2ccccc2)nn1,1,-2,-8
CC(Nc1ccc(C#N)cn1)c1ccccc1Br (stereo unspecified),4&5&-31,-9&-1&6,nt
CC(Sc1nnc(-c2cccs2)n1CC(N)=O)C(=O)Nc1cccc(F)c1 (stereo unspecified),7,-13,-9
O=[N+]([O-])c1cccc(C2c3cccn3CCCN2Cc2ccccc2O)c1 (stereo unspecified),-3,-6,-4
Cc1cc(C(=O)N2CCCC(N3CCN(Cc4ccc5c(c4)OCO5)CC3)C2)nc(C)n1 (stereo unspecified),2&17,-5&-7,nt
CCSCCOC(=O)C1=C(C)N(C)C(=O)NC1c1ccc(Cl)cc1 (stereo unspecified),5,2,nt
CCN1CCN(C(=O)CCN(CC(C)C)c2nc(-c3ccco3)nc3cc(Cl)ccc23)CC1,9,-1,-7
COc1ccc(OC)c(C2SCC(=O)N(CC(=O)NCc3ccccn3)c3c2c(-c2ccccc2)nn3-c2ccc(F)cc2)c1 (stereo unspecified),13,-13,-5
Oc1ccc(Br)cc1C=NN1CCN(C2c3ccccc3-c3ccccc32)CC1,6,-7,-4
Cc1nc(C)c(C(=O)Nc2cc(-n3c(C)nc4ccccc4c3=O)ccc2Cl)s1,4,-5,nt
O=C(Nc1cccc2ccccc12)N1CCCCC1CCN1CCOCC1 (stereo unspecified),11,-3,nt
